HTR5A inv ag: HTR5A inverse agonists in luminescence cell assay, primary screen, counter-screen for OPRM1-OPRD1 heterodimer inverse agonist project, full-deck HTS; 5-hydroxytryptamine receptor 5A (Homo sapiens), P47898; actives 0.083% (n = 340,000); inhibition, % at 9.3 µM; AID 504634, 2011; HTR5A cell line, inverse agonism; in the data active means inhibition mostly above about 23%, no sharp cut-off; inactive means mostly below about 18%;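 further: 0% = cells with DMSO and 100% = no-cell wells with DMSO; some compounds called inactive have numbers as strong as hits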
Target sequence (P47898 whole entry, looked up): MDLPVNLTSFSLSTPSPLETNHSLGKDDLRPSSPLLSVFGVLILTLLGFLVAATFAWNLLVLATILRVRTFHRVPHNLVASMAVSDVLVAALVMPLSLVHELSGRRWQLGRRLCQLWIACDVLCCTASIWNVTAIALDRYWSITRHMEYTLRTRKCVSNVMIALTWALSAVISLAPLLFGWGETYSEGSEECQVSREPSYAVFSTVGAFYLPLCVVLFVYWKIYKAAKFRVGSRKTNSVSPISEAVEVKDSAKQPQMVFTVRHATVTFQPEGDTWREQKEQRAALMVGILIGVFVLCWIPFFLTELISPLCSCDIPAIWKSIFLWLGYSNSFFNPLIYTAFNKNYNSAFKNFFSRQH
OPRM1-OPRD1 ag: agonists of OPRM1-OPRD1 heterodimerization, primary screen, cell-based, luminescence | actives 0.3% (n = 340,000) | AID 504326, 2011 | activation, % at 9.3 µM | cells; in the data active means activation above about 18%;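 further: 0% = vehicle-treated cells and 100% = reference agonist; values of inactives mirror those of a sister screen read the other way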
PKA-R1A act: activators of PKA-R1A holoenzyme, primary screen, biochemical, fluorescence polarization, Cy5-IP20, bovine R1A, mouse PKAc | cAMP-dependent protein kinase type I-alpha regulatory subunit (Bos taurus) + … | PKA-R1A dissociation; scaled: DMSO 0%, 113 µM cGMP 100% | activation, % at 11.4 µM | actives 0.083% (n = 340,000) | AID 504707, 2011;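 active means percent activation above the mean of all tested compounds plus 3 SD, cut at about 19% in these data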;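 further: higher means more PKAc released from R1A so a rise in polarization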
PKA-R2B act: activators of PKA-R2B holoenzyme, primary screen, biochemical, fluorescence polarization, Cy5-IP20, human; cAMP-dependent protein kinase catalytic subunit beta (Homo sapiens) + cAMP-dependent …; PKA-R2B holoenzyme dissociation; R2B truncated from residue 108, S112A mutant; 0% DMSO only, 100% 113 µM cGMP; activation, % at 11.4 µM; actives 0.079% (n = 340,000); AID 504700, 2011;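 active means activation above a cutoff set at the mean over all compounds plus 3 SD, cut at about 18% in these data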;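 further: higher means more holoenzyme dissociation and a rise in polarization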
Target sequence (P31323 whole entry, looked up, other chains not shown, the tested form may be a part): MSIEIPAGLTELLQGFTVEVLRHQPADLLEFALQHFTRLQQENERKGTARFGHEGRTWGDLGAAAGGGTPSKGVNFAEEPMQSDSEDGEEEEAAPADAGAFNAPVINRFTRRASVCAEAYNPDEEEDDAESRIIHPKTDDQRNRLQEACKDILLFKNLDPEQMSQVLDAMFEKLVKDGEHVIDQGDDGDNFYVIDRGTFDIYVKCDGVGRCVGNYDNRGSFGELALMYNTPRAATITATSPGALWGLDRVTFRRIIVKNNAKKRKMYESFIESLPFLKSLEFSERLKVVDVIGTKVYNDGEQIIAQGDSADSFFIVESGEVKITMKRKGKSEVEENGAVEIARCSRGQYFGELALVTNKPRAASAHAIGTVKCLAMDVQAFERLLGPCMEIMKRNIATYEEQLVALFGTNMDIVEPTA
V-ATPase pH: regulators of yeast V-ATPase proton pumping, primary screen, pHLuorin cytosolic pH fluorescence | S. cerevisiae | response, % at 10 µM | actives 0.37% (n = 350,000); in the data active means response mostly above about 7.3%, no sharp cut-off; inactive means mostly below about 5.4%; further: actives read high; inactives centre near 0; some compounds called inactive have numbers as strong as hits; reference of the scale not given here
DSG3 Ab inh: inhibitors of pemphigus antibody binding to DSG3, primary screen, biochemical, bead-based, flow cytometry, scFv-GFP; Desmoglein-3 (Homo sapiens), P32926; DSG3-coupled beads, scFv-anti-DSG3-GFP binding; active compounds read low; binding (percent of control), % at 10 µM; actives 0.48% (n = 310,000);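 active means binding more than 3 SD below its plate's average and above zero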;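 further: hits lower antibody fragment binding to DSG3; some compounds called inactive have numbers as strong as hits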
Arr AP2 block: inhibitors of beta-arrestin/AP2 binding, primary screen, biochemical, GPCR trafficking, flow cytometry. FITC-arrestin peptide / GST-AP2 beads; AP2 beta2 appendage carries R879A mutation. inhibition, % at 10 µM. actives 0.31% (n = 340,000). AID 504490, 2011;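 active means inhibition above a set limit, near 3 SD of compounds lacking own fluorescence, cut at about 54% in these data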;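 further: plate controls were DMSO wells for no effect and 5 µM unlabelled arrestin peptide for full effect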
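Assay system: GST-AP2 R879A bound to glutathione beads, E. coli-expressed; Medium: PBS with 0.05% Tween 20 and 0.1% BSA; Also added: fluorescein-tagged arrestin peptide at 50 nM final; Timing: 12 min plus 1 h, RT; Measured by: flow cytometry, FL1 (488/535 nm); Evaluation: percent drop in bead-associated FITC signal.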
HTR5A ag ctr: HTR5A agonists in luminescence cell assay, primary screen, counter-screen for OPRM1-OPRD1 heterodimer agonist project, full-deck HTS; 5-hydroxytryptamine receptor 5A (Homo sapiens), P47898; cell-based; activation, % at 9.3 µM; actives 0.61% (n = 340,000); in the data active means activation mostly above about 9.5%, no sharp cut-off; inactive means mostly below about 7.6%;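 further: 0% = cells with vehicle only and 100% = reference agonist; strong numbers were not always called active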
OPRM1-OPRD1 inv: inverse agonists of MOR-DOR heterodimerization, primary screen, cell-based, luminescence; Mu-type opioid receptor (Homo sapiens) + Delta-type opioid receptor (Homo sapiens), …; cell-based MOR-DOR heterodimer luminescence, inverse agonism; AID 504357, 2011; inhibition, % at 9.3 µM; actives 0.21% (n = 340,000); in the data active means inhibition above about 22%, passing the limit was not always enough;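 further: 0% = cells with DMSO and 100% = wells without cells with DMSO; values of inactives mirror those of a sister screen read the other way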
DAGLB inh: DAGLB lipase inhibitors, primary screen, biochemical, fluorescence, HTS; Diacylglycerol lipase-beta (Homo sapiens), Q8NCG7; HEK293T DAGLB membrane lysate, EnzChek fluorogenic substrate; inhibition, % at 5.17 µM; actives 0.059% (n = 340,000); AID 504411, 2011; in the data active means inhibition above about 34%;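 further: 0% = enzyme with vehicle and 100% = wells lacking enzyme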
Active calls of the source: *; nt = no result given; & = joins results of further samples.

Order of values – PKA-R1A act	PKA-R2B act	OPRM1-OPRD1 ag	DAGLB inh	DSG3 Ab inh	HTR5A ag ctr	V-ATPase pH	OPRM1-OPRD1 inv	HTR5A inv ag	Arr AP2 block
1. CSc1cccc(NC(=O)C2CC(=O)N(c3ccc4c(c3)OCCO4)C2)c1 (stereo not drawn)
  -12	-2	nt	-3	96	nt	1	nt	nt	nt
2. c1ccc(COc2ccc(CN3CCN(c4ccccn4)CC3)cc2)cc1
  -15	-14	1.5	-4	100	-4	0	-9	8	-2
3. Cc1onc(-c2c(F)cccc2Cl)c1C(=O)NC1CCCCCC1
  -5	13	-0.8	2	115	0	3	6	-16	-4
4. Clc1ccc(C2=C3CCCCn4c(-c5ccccc5)c[n+](c43)C2)cc1
  -2	3	-1.6	4	109	-2	-4	10	-3	11
5. CCN(CC(=O)Nc1ccc(NC(C)=O)cc1)C(=O)c1cc([N+](=O)[O-])ccc1Sc1ccc(Cl)cc1
  -17	-1	-0.1	0	125	-2	0	0	5	-2
6. CC1=CC(C)(C)N(S(=O)(=O)c2ccc(F)cc2)c2ccc(C)cc21
  -7	0	3.9	-15	120	-6	-6	-23	-11	-4
7. O=C(COC(=O)Cc1ccsc1)NC1CCCCCC1
  6	2	-1.6	-1	97	-4	2	9	7	-3
8. CS(=O)(=O)N(CC(=O)NCc1ccco1)c1ccc(Cl)cc1Cl
  -2	-12	-1.9	-2	102	3	1	9	8	3
9. O=C(Oc1c(Cl)cc(Cl)c2cccnc12)N1CCOCC1
  -8	1	-2.4	-3	94	-3	-3	12	-4	20
10. CCS(=O)(=O)NCCc1cc2c(OC)ccc(OC)c2[nH]c1=O
  2	-10	-4.2	0	nt	0	3	17	1	-1
11. Cc1cc(C)c[n+](-c2nc3ccccc3nc2[N-]S(=O)(=O)c2cccs2)c1
  -2	6	-0.4	1	101	1	-1	2	-3	2
12. Cc1ccc2cc(CCNC(=O)c3ccc4c(c3)OCO4)c(=O)[nH]c2c1C
  -3	-9	-1.5	-2	94	8	2	8	-23	7
13. COCCNc1nc(SC)nc2sc3c(c12)CCN(C)C3
  -9	-3	-3.1	0	107	1	-2	14	-3	-1
14. CN(C)c1ccc(-c2ccccc2)nn1
  8	-7	-0.8	0	100	1	1	5	-1	-3
15. O=C(Cc1cccs1)Nc1cc(S(=O)(=O)N2CCCCC2)ccc1Cl
  -7	5	2.2	1	106	4	4	-12	-13	-23
16. O=C(Nc1nnc(-c2cccs2)o1)c1cc(-c2ccccc2)nc2ccccc12
  4	-4	-2.7	9	95	5	4	14	-15	15
17. CC(C)(C)c1ccc(C(=O)NCc2ccc(Cl)cc2)cc1
  -1	-8	0.6	-12	86	-2	0	-4	12	10
18. Cc1ccsc1S(=O)(=O)N1CCCC(CCC(=O)NCc2ccccc2F)C1 (stereo not drawn)
  -9	7	-1.2	-1	99	4	-1	6	-11	54
19. CCCOc1cc(C)c(S(=O)(=O)NC2CC(C)(C)NC(C)(C)C2)cc1C
  2	-3	3.0	0	127	-1	1	-16	11	-2
20. CC(=O)c1cn(CC(=O)Nc2ccccc2C)c2ccccc12
  -5	-3	0.0	0	105	0	0	0	-29	39
21. Cc1ccc(CSc2n[nH]c(N)n2)cc1
  -6	1	-0.8	2	113	0	4	4	-1	-3
22. COc1ccc(-c2cc(=Nc3c(C)n(C)n(-c4ccccc4)c3=O)c3ccccc3o2)cc1
  -5	-9	-1.9	-2	100	0	0	10	-17	-39
23. Cc1ccc(-c2cc3cccc[n+]3cc2-c2ccc(C)cc2)cc1
  6	-9	-2.2	2	140	3	0	12	0	2
24. CCOc1ccccc1NC(=O)NCCc1c[nH]c2ccccc12
  5	-3	-1.6	-2	101	-2	4	8	8	-2
25. O=C(/C=C/c1ccccc1Cl)NCCc1ccccc1
  -8	-1	1.3	-8	nt	-4	4	-7	31	1
26. COc1cc2c(cc1OC)C(c1ccc(Br)cc1)CC(=O)N2 (stereo not drawn)
  -3	2	-2.9	-2	103	-1	1	13	5	5
27. COc1ccc(N2CCN(C(=O)C(Cc3ccccc3)NC(=O)c3ccccc3)CC2)cc1 (stereo not drawn)
  -10	-4	-0.5	0	99	-2	-1	2	7	46
28. Cc1cc(C)nc(NS(=O)(=O)c2ccc(NC(=O)CN3C(=O)S/C(=C\c4ccccc4)C3=O)cc2)n1
  7	-7	-0.9	3	126	2	0	5	12	28
29. c1ccc2ccccc2c1
  -6	-7	-2.7	1	102	0	4	14	-1	-5
30. Cc1cc(-c2ccc(C(C)C)c(S(=O)(=O)NCCN3CCC(C)CC3)c2)on1
  0	-5	-0.1	-2	nt	-1	1	1	-14	31

(listing goes on)
Order of values – PKA-R1A act	PKA-R2B act	OPRM1-OPRD1 ag	DAGLB inh	DSG3 Ab inh	HTR5A ag ctr	V-ATPase pH	OPRM1-OPRD1 inv	HTR5A inv ag	Arr AP2 block
31. COC(=O)c1ccccc1NC(=O)Oc1ccc(F)cc1
  -15	-5	3.4	1	98	-3	-4	-18	-7	5
32. COC(=O)C1=C(C)NC(C)=C(C(=O)OC)C1C(=O)OCC(=O)N1c2ccccc2CC1C (stereo not drawn)
  -7&6	-5&-5	-0.9&0.9	1&4	99	-1&0	-1&2	4&-6	5&4	7&19
33. CC(C)(C)c1ccc(NC(=O)CSc2n[nH]c(=O)n2C2CC2)cc1
  3	0	-3.2	-2	nt	2	2	13	-7	-2
34. O=C(O)CC1CCC1CC(=O)O (stereo not drawn)
  7	-3	-2.1	3	99	4	-5	11	-17	8
35. COc1cccc(C2C(C(=O)c3ccco3)=C(O)C(=O)N2CCN(C)C)c1OC (stereo not drawn)
  4	2	-1.5	-3	102	3	1	8	-13	39
36. CCCCN(C(=O)CC1OC(=O)c2ccccc21)c1c(N)n(CCCC)c(=O)[nH]c1=O (stereo not drawn)
  8	-2	0.1	3	93	1	-1	-1	-3	-10
37. CC(=O)OCC1=C(C(=O)O)N2C(=O)C(NC(=O)C(C)Cn3nc(C)c(Cl)c3C)C2SC1 (stereo not drawn)
  7	-5	-1.1	1	102	2	-1	6	-23	1
38. CN(C)CC(C)(C)CN=Cc1c(O)[nH]c2ccccc12
  8	5	0.9	3	91	8	1	-5	-21	9
39. O=C1NC[C@@H](Cc2cccc3ccccc23)N(CCCCC2CCCCC2)C1=O
  14	3	2.9	-11	101	-1	-1	-16	-4	10
40. CCN(CC)S(=O)(=O)c1ccc(N2CCCC2)c(NC(=O)c2ccncc2)c1
  -1	-1	-2.3	1	96	-7	1	12	20	36
41. CCc1ccc(-c2cc3c(=O)n(CC(=O)NCCCN4CCN(Cc5ccccc5)CC4)nc(C)n3n2)cc1
  -4	-10	-0.4	0	nt	2	-1	2	-8	16
42. CC(=O)c1ccc(NC(=O)COC(=O)CCC2CCCC2)cc1
  -2	-6	1.4	-5	92	0	4	-7	-1	-11
43. COc1ccc(N(C)C(=O)Nc2ccc3c(c2)nnn3C)cc1
  -8	-3	-0.3	1	106	3	-5	2	11	-1
44. O=C(Cn1cc(/C=C\[N+](=O)[O-])c2ccccc21)Nc1ccccc1
  -9	1	0.6	-1	101	0	2	-3	1	14
45. COc1ccc(C2c3ccc(O)cc3Oc3ncn(Cc4ccco4)c(=N)c32)cc1OC (stereo not drawn)
  -10	-6	-0.8	0	90	-1	-4	4	9	2
46. CC1=CC(=O)C(Sc2ccc(C)cc2)=CC1=O
  7	-2	nt	-2	85	nt	5	nt	nt	nt
47. Cc1ccc(C(=O)Nc2nc3ccc(Cl)cc3s2)o1
  5	-7	2.6	-8	114	5	20*	-13	-12	1
48. COC(=O)CSc1nc2sccc2c(=O)n1-c1ccccc1
  -3	9	0.3	2	105	-4	2	-2	10	-5
49. COc1ccc(-c2cc3cc(F)ccc3cn2)cc1
  1	2	5.2	-10	106	24*	-9	-30	-65	8
50. COC(=O)Cc1cn(-c2ncc(C(F)(F)F)cc2Cl)c2ccccc12
  1	13	0.2	-7	113	2	-2	-1	-22	0
51. CSc1nc2ccc(NS(=O)(=O)c3cccc(Cl)c3Cl)cc2s1
  -10	-2	2.6	-1	99	1	5	-13	-2	10
52. CN(Cc1cn(-c2ccccc2)nc1-c1ccc2c(c1)OCO2)Cc1nccn1C
  -17	-1	-1.1	1	101	-7	-1	6	18	0
53. Cc1ccc(OCC(=O)N/N=C\c2ccc(-c3cccc(C(=O)O)c3)o2)c(C)c1
  -8	-14	-0.9	-2	100	3	-2	4	-19	-8
54. O=C(NCc1ccco1)c1ccc(Cl)s1
  -7	8	-1.8	0	99	5	-2	8	3	9
55. COCCn1c(C)cc(C(=O)CSc2nnc3ccccn23)c1C
  2	-1	-4.0	0	102	10	-2	21	-27	4
56. COc1ccccc1C(=O)C1CCCN(C(=O)c2cn3cc(Cl)ccc3n2)C1 (stereo not drawn)
  2	-12	-1.6	-2	100	1	3	8	10	34
57. C/C(=N\Nc1ccc(Cl)c(C(=O)O)c1)c1cccc2ccccc12
  -7	-6	-2.1	5	112	1	0	11	-2	-3
58. CCC(C(=O)NC(C)CCc1ccccc1)n1nc(C)n2c(cc3occc32)c1=O (stereo not drawn)
  2	1	-0.5	1	101	10	-2	2	-23	-4
59. CCOC(=O)c1cc(-c2ccc(/C=C3/C(=O)NC(=O)C(C#N)=C3C)o2)ccc1Cl
  -1	3	0.0	9	104	-1	-2	0	2	26
60. O=P(c1ccccc1)(c1ccccc1)c1cc(S(=O)(=O)O)ccc1O
  5	10	-3.4	-1	90	-4	2	20	16	9

Other structures follow.
Order of values – PKA-R1A act	PKA-R2B act	OPRM1-OPRD1 ag	DAGLB inh	DSG3 Ab inh	HTR5A ag ctr	V-ATPase pH	OPRM1-OPRD1 inv	HTR5A inv ag	Arr AP2 block
61. O=C(Nc1nc(-c2ccccc2)cs1)C1CCCCN1S(=O)(=O)c1ccc(Cl)cc1 (stereo not drawn)
  -8	-9	0.3	-5	98	0	-2	-2	14	12
62. Cc1ccccc1-n1nnnc1SCC(=O)Nc1ccc(N2CCN(C)CC2)cc1
  -5	-7	-1.2	4	116	7	-1	6	-3	1
63. CCCOc1ccc(-c2c(C(=O)N/N=C(\C)c3ccncc3)nnn2-c2nonc2N)cc1
  -8	-6	-0.7	-1	104	-3	2	3	13	27
64. COCOCCn1cc(CN2CCS(=O)(=O)N(Cc3ccc(-c4ccc(Cl)cc4)cc3)C(C)C2=O)nn1 (stereo not drawn)
  2	3	nt	1	104	nt	0	nt	nt	nt
65. CCCc1cc(-c2nc(-c3ccc(Br)cc3)cs2)ccn1
  -11	3	2.5	-15	105	1	-2	-13	-5	nt

Source: PubChem BioAssay
